Source: PubChem BioAssay (National Center for Advancing Translational Sciences (NCATS))
KAT2A inh: qHTS Assay for Inhibitors of GCN5L2. Histone acetyltransferase KAT2A (Homo sapiens), Q92830. 390,000 compounds, 0.21% hits. GCN5L2 HAT assay, ThioGlo1 CoA-SH fluorescence. AID 504327, 2011. Potency, µM (doses to about 58.9 µM), inactives show at the top dose activity change, negative = inhibition, hits mostly inhibitors
Target sequence (Q92830 whole entry, looked up): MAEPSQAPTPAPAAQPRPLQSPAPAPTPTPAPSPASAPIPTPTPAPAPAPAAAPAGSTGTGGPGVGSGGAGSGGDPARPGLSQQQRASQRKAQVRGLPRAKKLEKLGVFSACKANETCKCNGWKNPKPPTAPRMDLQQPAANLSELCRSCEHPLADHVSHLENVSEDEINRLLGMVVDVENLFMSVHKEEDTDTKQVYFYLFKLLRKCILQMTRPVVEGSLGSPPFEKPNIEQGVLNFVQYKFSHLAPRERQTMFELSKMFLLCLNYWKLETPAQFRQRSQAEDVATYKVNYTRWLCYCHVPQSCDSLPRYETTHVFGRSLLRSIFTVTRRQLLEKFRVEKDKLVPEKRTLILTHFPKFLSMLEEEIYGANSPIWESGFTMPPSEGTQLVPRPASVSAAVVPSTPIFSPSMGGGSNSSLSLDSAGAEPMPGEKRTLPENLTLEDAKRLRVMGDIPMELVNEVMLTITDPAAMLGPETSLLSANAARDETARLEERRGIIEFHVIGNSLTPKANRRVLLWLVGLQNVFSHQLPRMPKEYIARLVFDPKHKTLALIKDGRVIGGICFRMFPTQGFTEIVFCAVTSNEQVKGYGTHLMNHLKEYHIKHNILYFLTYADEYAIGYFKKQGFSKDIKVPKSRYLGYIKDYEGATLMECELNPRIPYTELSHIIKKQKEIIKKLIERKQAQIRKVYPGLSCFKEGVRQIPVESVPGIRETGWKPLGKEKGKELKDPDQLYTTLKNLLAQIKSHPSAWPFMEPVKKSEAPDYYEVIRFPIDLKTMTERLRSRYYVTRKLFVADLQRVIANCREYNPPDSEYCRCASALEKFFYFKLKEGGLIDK
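GCN5L2 (20nM final) in 50mM HEPES, 0.1mM EDTA pH 7.5, 0.01% Tween-20 was preincubated 15 min at room temperature with compound, then given ThioGlo1 (50uM), H3(1-25) peptide (75uM) and acetyl-CoA (70uM); CoA-thiol fluorescence (Ex340/Em540) was read at 0 and 20 min.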
N370S GC mod: qHTS Assay for Inhibitors and Activators of N370S glucocerebrosidase as a Potential Chaperone Treatment of Gaucher Disease; Lysosomal acid glucosylceramidase (Homo sapiens), P04062; N370S GC spleen homogenate, 4MU-glucoside fluorescence; Potency, µM (series often up to 59.4 µM), inactives show at the highest dose activity change, negative = inhibition, actives largely listed as inhibitors; 330,000 compounds, 0.092% hits; AID 2101, 2009;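 also: 0% = full enzyme activity and -100% = no enzyme basal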
FEN1 inh: qHTS Assay for the Inhibitors of Human Flap endonuclease 1 (FEN1) | P39748 | Recombinant FEN1 flap cleavage, fluorescence, 15 min | Potency, µM (series often up to 114 µM), without a hit: at the top dose activity change, negative = inhibition, hits mostly inhibitors | 390,000 compounds, 0.35% hits; also: nearly all actives have a fitted effect of over 65% in size
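Potency values derive from four-parameter Hill fits of normalized qHTS data. The reaction used 10 nM FEN1 preincubated 15 min at room temperature with compound, then 50 nM DNA substrate, read at 0 and 15 min.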
Active calls of the source: *; u = inconclusive; x = not tested or not shown; & = joins results of further samples. Calls follow the shape of the dose curve; as a rule, active = well fitted curve in the direction sought with a large enough effect; inconclusive = small, poorly fitted or top-dose-only effect, or another doubt; inactive = no such curve, though single readings can be large; an effect the other way counts as inactive or inconclusive. Unless noted, % is scaled to controls: 0 for no effect and ±100 for the full control effect; potency is read from the fitted curve at half-maximal effect.

SMILES | KAT2A inh | N370S GC mod | FEN1 inh
CCOC(=O)Cn1c(=O)oc2cc(S(=O)(=O)Nc3cc(OCC)ccc3OCC)ccc21 | -4% | -12% | -17%
COc1ccccc1/C=C1\SC(=S)N(CCC(=O)NC2=NCCS2)C1=O | 0% | 7% | 1%
COc1cccc2c1Oc1ncccc1N(C(=O)CCC(=O)NCCC(C)C)C2 | -3% | x | 11%
Cc1cc(OCC(=O)O/N=C(\N)c2ccccc2)ccc1Br | -1% | 21% | -6%
CC(NC(=O)c1ccccc1NC(=O)CN1CCc2ccccc2C1)c1ccccc1 (stereo not drawn) | -14% | -4% | -23%
O=S(=O)(NCC1CCCO1)c1cccc2nsnc12 (stereo not drawn) | -7% | 6% | 11%
CCC(C)NC(=O)c1ccc2nc(Cc3ccccc3)oc2c1 (stereo not drawn) | 2% | x | -3%
CC(C)NC(=S)N/N=C1\CCCc2ccccc21 | -8% | -1% | 4%
Cn1cnnc1SCC(=O)Nc1ccc(C#N)cc1 | -8% | x | -12%
COc1ccc(OCC(=O)N/N=C(\C)CC(=O)Nc2ccc(NC(C)=O)cc2)cc1 | u | -10% | 5%
CCN(C(=O)CSc1nnc(C)n1Cc1ccccc1)C1CCS(=O)(=O)C1 (stereo not drawn) | -10% | 8% | -4%
CCOc1ccc(-c2noc(CCC(=O)NC3CCCCC3)n2)cc1OC | -6% | -5% | 1%
COC(=O)c1c(NC(=O)C2CC=CCC2C(=O)O)sc2c1CCCCC2 (stereo not drawn) | -6% | 10% | -1%
CCCCCCC1CC(/C(C)=N\NC(N)=O)OC1=O (stereo not drawn) | 0% | 10% | -10%
CCC1CCC2(CC1)NC(CO)(CO)CO2 (stereo not drawn) | -2% | -7% | -1%
Cc1ccc2nc(SCC(=O)NCc3ccco3)c(C#N)cc2c1 | -8% | 4% | 9%
CC1CCCC(NC(=O)Cn2cc([N+](=O)[O-])ccc2=O)C1C (stereo not drawn) | -4% | x | -11%
c1ccc(NC2=Nc3ccccc3CC2)cc1 | 0% | -3% | 6%
COc1cc(O)ccc1/C=N/NC(=O)c1ccc([N+](=O)[O-])cc1 | -20% | u | -2%
CC1CCCN(CCCN2C(=O)C3C(C(=O)Nc4ccc(Cl)cc4)C4C=CC3(O4)C2C(=O)NC2CCCCC2)C1 (stereo not drawn) | -3% | -5% | -8%
CC1CCCCC1NC(=O)COC(=O)CCC(=O)c1cccs1 (stereo not drawn) | -1% | x | -13%
O=c1[nH]c(=O)c2nc(-c3ccc(Cl)cc3)cnc2[nH]1 | -22% | u | -3%
COC(=O)c1cccc(NC(=O)CC2C(=O)NCCN2C(=O)c2ccc(F)cc2F)c1 (stereo not drawn) | 2% | 3% | -1%
FC(F)(F)c1ccc(Oc2ccc3ccccc3c2Br)nc1 | -2% | 4% | 7%
CC1CCCN(CC(=O)Nc2ccc(S(=O)(=O)N3CCCCC3)cc2)C1 (stereo not drawn) | -3% | 0% | 11%
(cont.)
SMILES | KAT2A inh | N370S GC mod | FEN1 inh
CC(=O)Nc1ccc(NC(=O)c2cc(-c3cc(C)c(C)cc3O)n[nH]2)cc1 | -8% | -1% | 4%
COc1ccc(NC(=S)Nc2ccc(C)c(S(=O)(=O)N3CCCCC3)c2)cc1 | 0% | 16% | x
COc1ccc2[nH]cc(CCNC(=O)COc3ccc4ccc(=O)oc4c3)c2c1 | -14% | 1% | 0%
Cc1cccc(N2CCN(C(=O)c3cc4c(=O)n(C)c5ccccc5c4s3)CC2)c1C | 1% | x | -16%
CCN1CCc2c(sc(NC(=O)c3ccc(S(=O)(=O)N4CCCC(C)C4)cc3)c2C(=O)OC)C1 (stereo not drawn) | -6% | x | -9%
COc1cccc(/C=N/NC(=O)CN(CCc2ccccc2)S(=O)(=O)c2ccc(NC(C)=O)cc2)c1 | -10% | 5% | u
COc1ccc(CC(=O)NNC(=S)NC(=O)c2cccnc2)cc1 | u | 4% | 4%
Cc1ccccc1OCC(=O)OCC(=O)Nc1ccc2c(c1)OCO2 | -3% | x | 6%
CCc1ccccc1NC(=O)N1CCN(c2nnc(C)c3c(C)n(-c4ccccc4)nc23)CC1 | -11% | x | -1%
CC(=O)N1N=C(c2ccc(Cl)cc2)OC1(C)C | -1% | 0% | -3%
CCN(CC)S(=O)(=O)c1cc(NC(=O)CN2CCN(c3ccccn3)CC2)ccc1C | 3% | -17% | -6%
O=C(c1cccc(NC2=NC3CS(=O)(=O)CC3S2)c1)N1CCN(c2ccc(F)cc2)CC1 (stereo not drawn) | -22% | 2% | -7%
Fc1ccc(OCc2nn3c(Cn4nnc5ccccc54)nnc3s2)cc1 | -4% | -7% | 6%
O=S(=O)(NC1CCSc2ccccc21)c1ccccc1 (stereo not drawn) | -4% | 0% | -11%
CCOC(=O)C1=C(CN(CC)Cc2ccccc2)NC(=O)NC1c1ccc(Cl)cc1 (stereo not drawn) | -10% | x | -2%
CCCCC1CCCOC(C(=O)NCCNCCO)(C(F)(F)F)C1 (stereo not drawn) | x | -26% | -7%&-19%
CS(=O)(=O)N1CCC(C(=O)NCC2CCCO2)CC1 (stereo not drawn) | 6% | -20% | -3%
Cc1ccc(-c2nc(C=Nc3cccc(C)c3)c(O)o2)cc1 | -2% | 9% | -8%
CNC(=O)C1CCC(Cn2c(=O)c3sccc3n(Cc3ccc(F)cc3)c2=O)CC1 (stereo not drawn) | -8% | x | -3%
CC1(C)CC(=O)C2=C(C1)N(CCN1CCOCC1)C1=C(C(=O)CC(C)(C)C1)C2c1cccc(F)c1 | -10% | 21% | -6%
CCC(C)(C)C1CCC2(CC1)NC(=O)N(CC(=O)Nc1nc(-c3ccc(C)cc3)cs1)C2=O (stereo not drawn) | -3% | 1% | -6%
CN1CCN(c2nc(-c3ccc(N(C)C)cc3)nc3ccccc23)CC1 | -10% | 15% | x
Cc1cc2cc3c(cc2nc1SCC(=O)N1c2ccccc2CC1C)OCO3 (stereo not drawn) | -10% | 15% | -17%
Cc1cccn(Cc2c(F)cccc2Cl)c1=O | -9% | 6% | 0%
CC(C)C(NS(=O)(=O)c1ccccc1)C(=O)N1CCCCCC1 (stereo not drawn) | -7% | 1% | -5%
The listing continues:
SMILES | KAT2A inh | N370S GC mod | FEN1 inh
Cc1ccc(-c2noc(CSc3nnc(C)n3-c3ccc(C)c(C)c3)n2)cc1 | -7% | x | -18%
CC1=C(C(=O)OC(C)C)C(c2c(O)ccc3ccccc23)NC(=O)N1 (stereo not drawn) | -4% | -1% | -4%
COc1ccc(/C=C2\SC(N)=NC2=O)cc1 | -4% | 1% | -3%
O=C1C2CC=CCC2C(=O)N1Nc1ccccc1 (stereo not drawn) | -1% | -7% | 16%
COc1cc(C)c(NC(=O)c2cccc(S(=O)(=O)N3CCCC3)c2)cc1OC | -7% | x | -2%
Cc1cccc(C)c1OCc1cc(C(=O)N2CCN(c3ccc(F)cc3)CC2)no1 | -7% | 0% | -18%
COc1ccc(C(=O)n2c(N)nc3ccccc32)cc1OC | -6% | -11% | 5%
CCOC(=O)c1cc(-c2ccccc2)n(CCC(=O)Nc2ccc(Cl)c(C(F)(F)F)c2)c1C | -13% | x | u
Cc1noc(C)c1COC(=O)c1ccc2c(c1)OCCO2 | 2% | 9% | -2%
Cc1ccc(NC(=O)c2cc(S(=O)(=O)N3CCc4ccccc43)cn2C)cc1 | -12% | -4% | -28%
O=C(Nc1ccnn1C1CCN(Cc2ccc(O)c(Cl)c2)CC1)C1CCCC1 | 3% | -7% | 5%
CC(C)n1c(C(F)(F)F)nc2cc(C(=O)N3CCC(O)CC3)ccc21 | -2% | 3% | 12%
CC(=O)Nc1ccc(NC2=CC(=O)CC(C)(C)C2)cc1 | -4% | 1% | -4%
N#CCC(=O)NC1CCC(CC2CCC(NC(=O)CC#N)CC2)CC1 (stereo not drawn) | 2% | -1% | -4%
COc1ccc(NC(=O)CC2C(=O)N(C)C(=S)N2Cc2ccncc2)cc1 (stereo not drawn) | 0% | -29% | 2%
Cc1cc(NC(=O)CCC(=O)N(Cc2ccccc2)C(C(=O)NC2CCCC2)c2ccc(C)o2)no1 (stereo not drawn) | 2% | -4% | 3%
CC(CCc1ccccc1)NC(=O)c1nnc(Cc2ccc(Cl)cc2)o1 (stereo not drawn) | -7% | 9% | -3%
Cc1ccccc1-c1nc(CS(=O)CC(=O)N2CCN(c3cc(Cl)ccc3C)CC2)c(C)o1 (stereo not drawn) | -8% | x | -29%
C=CCn1c(-c2ccc(Cl)cc2)cnc1SC(C)C(=O)NC(N)=O (stereo not drawn) | -6% | 8% | 8%
NC(=O)c1cc([N+](=O)[O-])ccc1NCc1ccc(N)cc1 | -5% | -7% | 9%
C/C(=N/NC(=S)Nc1cccc(C)c1)c1cccc([N+](=O)[O-])c1 | -12% | 8% | 2%
CCc1nnc(NC(=O)C2CCCN2C(=O)Nc2ccc(C)cc2)s1 (stereo not drawn) | -3% | 2% | 5%
Cc1ccc(C2c3cccn3CCN2S(=O)(=O)c2ccc([N+](=O)[O-])cc2)cc1 (stereo not drawn) | -2% | x | 0%
O=c1n(S(=O)(=O)c2cccc3cccnc23)c2ccccc2n1S(=O)(=O)c1cccc2cccnc12 | -9% | x | 3%
O=C(CNC(=O)C1COc2ccccc2O1)Nc1ccc(F)c(F)c1 (stereo not drawn) | 0% | x | 0%

16 of the compounds above, tab-delimited.
SMILES	KAT2A inh	N370S GC mod	FEN1 inh
Cc1ccc(NC(=O)c2cc(S(=O)(=O)N3CCc4ccccc43)cn2C)cc1	-12%	-4%	-28%
O=C(Nc1ccnn1C1CCN(Cc2ccc(O)c(Cl)c2)CC1)C1CCCC1	3%	-7%	5%
CC(C)n1c(C(F)(F)F)nc2cc(C(=O)N3CCC(O)CC3)ccc21	-2%	3%	12%
CC(=O)Nc1ccc(NC2=CC(=O)CC(C)(C)C2)cc1	-4%	1%	-4%
N#CCC(=O)NC1CCC(CC2CCC(NC(=O)CC#N)CC2)CC1 (stereo not drawn)	2%	-1%	-4%
COc1ccc(NC(=O)CC2C(=O)N(C)C(=S)N2Cc2ccncc2)cc1 (stereo not drawn)	0%	-29%	2%
Cc1cc(NC(=O)CCC(=O)N(Cc2ccccc2)C(C(=O)NC2CCCC2)c2ccc(C)o2)no1 (stereo not drawn)	2%	-4%	3%
CC(CCc1ccccc1)NC(=O)c1nnc(Cc2ccc(Cl)cc2)o1 (stereo not drawn)	-7%	9%	-3%
Cc1ccccc1-c1nc(CS(=O)CC(=O)N2CCN(c3cc(Cl)ccc3C)CC2)c(C)o1 (stereo not drawn)	-8%	x	-29%
C=CCn1c(-c2ccc(Cl)cc2)cnc1SC(C)C(=O)NC(N)=O (stereo not drawn)	-6%	8%	8%
NC(=O)c1cc([N+](=O)[O-])ccc1NCc1ccc(N)cc1	-5%	-7%	9%
C/C(=N/NC(=S)Nc1cccc(C)c1)c1cccc([N+](=O)[O-])c1	-12%	8%	2%
CCc1nnc(NC(=O)C2CCCN2C(=O)Nc2ccc(C)cc2)s1 (stereo not drawn)	-3%	2%	5%
Cc1ccc(C2c3cccn3CCN2S(=O)(=O)c2ccc([N+](=O)[O-])cc2)cc1 (stereo not drawn)	-2%	x	0%
O=c1n(S(=O)(=O)c2cccc3cccnc23)c2ccccc2n1S(=O)(=O)c1cccc2cccnc12	-9%	x	3%
O=C(CNC(=O)C1COc2ccccc2O1)Nc1ccc(F)c(F)c1 (stereo not drawn)	0%	x	0%

Later entries:
SMILES | KAT2A inh | N370S GC mod | FEN1 inh
O=C(O)c1ccc2c(c1)C(=O)N([C@]1(C(=O)O)C[C@H]1c1ccccc1)C2=O | 2% | 6% | x
CC(=O)NCCc1nc2cc(NC(=O)c3ccc([N+](=O)[O-])cc3)ccc2n1C | -3% | -3% | 16%
CCN(c1ccccc1)S(=O)(=O)c1cc(NC(=O)Nc2ccccc2C#N)ccc1Cl | -4% | 12% | -5%
CC1CCN(c2c(NCc3ccc(C(=O)N4c5ccccc5CC4C)cc3)c(=O)c2=O)CC1 (stereo not drawn) | -4% | 5% | -9%
CN(Cc1ccc(F)cc1)C(=O)c1cc(S(=O)(=O)N2CCCCC2)ccc1N1CCOCC1 | -5% | -7% | 0%
O=C(Nc1cc(S(=O)(=O)N2CCOCC2)ccc1N1CCCCC1)c1ccccc1 | -6% | x | -10%
CCCCC1CC1C(=O)Nc1ncc2c(n1)CC(C)(C)CC2=O (stereo not drawn) | -13% | u | -13%
CCOc1ccc(CNC(=O)CCCn2c(=O)c3cccn3c3cccnc32)cc1 | 1% | x | -16%

4 of the compounds above, as a markdown table:
| molecule | KAT2A inh | N370S GC mod | FEN1 inh |
| --- | --- | --- | --- |
| O=C(Nc1ccnn1C1CCN(Cc2ccc(O)c(Cl)c2)CC1)C1CCCC1 | 3% | -7% | 5% |
| Cc1cccc(N2CCN(C(=O)c3cc4c(=O)n(C)c5ccccc5c4s3)CC2)c1C | 1% | x | -16% |
| COc1ccc(NC(=O)CC2C(=O)N(C)C(=S)N2Cc2ccncc2)cc1 (stereo not drawn) | 0% | -29% | 2% |
| CCN1CCc2c(sc(NC(=O)c3ccc(S(=O)(=O)N4CCCC(C)C4)cc3)c2C(=O)OC)C1 (stereo not drawn) | -6% | x | -9% |
